Screening results (PubChem)
M. tuberculosis – growth inhibition of non-replicating M. tuberculosis (AID 488890); Mycobacterium tuberculosis non-replicating, growth inhibition; higher % means a stronger effect; one-dose inhibition, % at 25 µM; IC50 in µM for titrated hits; 0.39% of 320,000 active; in the data active means a potency from the dose series; inconclusive means inhibition mostly from about 82% at the one dose, without a potency; inactive means the rest, 99 in 100 with inhibition below about 76%;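 further: plate controls were DMSO cells for no effect and high antibiotic wells for full effect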
PhoP GFP inhibition – PhoP regulon inhibitors, Salmonella typhi PhoP promoter GFP reporter, confirmatory (AID 1850). Salmonella Typhi PhoP-promoter GFP reporter, fluorescence, 4 h; higher % means a stronger effect. one-dose inhibition, % at 50 µM; IC50 in µM for titrated hits. 0.33% of 310,000 active; in the data active means a potency from the dose series; inconclusive means inhibition mostly from about 25% at the one dose, without a potency; inactive means the rest, 99 in 100 with inhibition below about 19%;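 further: 0% = induced wells with vehicle and 100% = uninduced wells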
H37Rv inhibition – M. tuberculosis growth inhibition, HTS (AID 449762); M. tuberculosis H37Rv growth inhibition, 7H9 media; higher % means a stronger effect; inhibition, % at 25 µM, or IC50 in µM where a hit was titrated; 0.59% of 330,000 active; in the data active means a potency from the dose series; inconclusive means inhibition above about 70% without an active follow-up result;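 further: bacterial growth assessed after seven days of incubation; strong numbers were not always called active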
H1N1 NS1A inhibition – H1N1 influenza NS1A inhibitors, functional cell based assay (AID 504329); NS1A functional cell-based assay, percent inhibition; higher % means a stronger effect; one-dose inhibition, % at 12.5 µM; IC50 in µM for titrated hits; 0.3% of 340,000 active; in the data active means a potency from the dose series; inconclusive means inhibition above about 27% without an active follow-up result; further: strong numbers were not always called active
inhibitors of VEEV – inhibitors of VEEV TC-83 cytopathic effect, confirmation, Vero cells (AID 588727) | inhibition, % at 20 µM; hits with a dose series show IC50 in µM | Vero cells, VEEV TC-83 cytopathic effect inhibition; higher % means a stronger effect | 0.13% of 350,000 active; in the data active means a potency from the dose series; inconclusive means inhibition mostly from about 14% at the one dose, without a potency; inactive means the rest, 99 in 100 with inhibition below about 12%; further: strong numbers were not always called active
inhibitors of VEEV 10K pilot screen – second read-out of inhibitors of VEEV, no call of its own (marks repeat the call); inhibition, %; measured here: 10K pilot screen inhibition
Starred values were filed as active, the others as inactive; i = inactive; ? = inconclusive; · = no result given.

SMILES | M. tuberculosis | PhoP GFP inhibition | H37Rv inhibition | H1N1 NS1A inhibition | inhibitors of VEEV | others
O=[N+]([O-])c1ccc(S(=O)(=O)NCCCc2ccccc2)cc1 | 12% | 10% | 9% | · | 0.6%
Cc1nn(CC(=O)Nc2ccc(Cl)cn2)c(C)c1Br | -13% | -9% | 4% | -1% | 1.1%
Cc1ccc(C)c(OCc2cc(C(=O)N3CCc4sccc4C3)no2)c1 | 2% | -1% | -3% | 2% | 4.6%
Cc1cc(C)n(-c2nc3ccccc3c(=O)n2OCC(=O)N(C)C)n1 | 15% | -6% | 7% | -1% | 2.6%
O=C(Nc1ccc(C(=O)N2CCCCC2)cc1)C1=CSCCO1 | 4% | 8% | 0% | 1% | 2.9%
CCOC(=O)c1ccc(Nc2cc3ccccc3c(=O)[nH]2)cc1 | 62% | -9% | 72µM* | -6% | 2.2%
CCCCn1c(SCC(=O)NC2CCCC2)nc2ccccc2c1=O | -9% | 8% | -9% | -8% | 4.0%
Cc1ccccc1NC(=S)NCCc1ccc(S(N)(=O)=O)cc1 | 46% | -3% | 10% | -11% | 1.8%
Cc1cc(C(=O)COC(=O)c2nc3nccc(C)n3n2)c(C)n1CC1CCCO1 (centres undefined) | -12% | -2% | -3% | -1% | 1.4%
COCc1cc(C)nc2sc(C(=O)Nc3ccc(C(=O)OC)cc3)c(N)c12 | 16% | -1% | 9% | -17% | 3.3%
Cc1ccc(C(=O)Nc2ccccc2N2CCCC2)s1 | 47% | · | 21% | -1% | 1.1%
Cc1cc(C)nc(SCC(=O)NC2CCCC2)n1 | -10% | -6% | 10% | -6% | 0.7%
O=C(CSc1nc2ccccc2[nH]1)N1CCN(S(=O)(=O)c2ccc(Cl)cc2)CC1 | 16% | 2% | -2% | -9% | 4.3%
Cc1csc(=O)n1CC(=O)OCC(=O)c1c(N)n(CC(C)C)c(=O)n(C)c1=O | -11% | -3% | -4% | -6% | 5.2%
CCCCN(c1ccccc1)S(=O)(=O)c1cccc(C(=O)Nc2c(C)n(C)n(-c3ccccc3)c2=O)c1 | · | · | · | 6% | 4.2%
O=C1NC2(c3ccccc3)NC(=O)NC2(c2ccccc2)N1 (centres undefined) | · | · | · | -17% | 1.7%
CCOC(=O)Cn1c(=O)n(Cc2ccc(C)cc2)c(=O)c2cccnc21 | 13% | -6% | -4% | -2% | i
Cc1onc(-c2ccccc2)c1C(=O)N/N=C/c1cn(C)c2ccccc12 | 7% | 6% | 2% | -2% | 9.5%
Cc1ccc2nc(-c3ccc(NC(=O)COC(=O)c4ccco4)cc3)sc2c1 | 9% | -14% | 5% | -4% | 4.7%
CSCCC1NC(=O)N(CC(=O)Nc2ccc(-c3ccccc3)cc2)C1=O (centres undefined) | 14% | -8% | ? | -4% | 5.1%
CSc1ccc(/C=N/NC(=O)c2cccc(O)c2)cc1 | 15% | 0% | 5% | 2% | 0.7%
COc1ccc(OCc2nn3c(-c4ccco4)nnc3s2)cc1 | ? | 9% | 52% | -3% | 1.2%
CCn1c(=S)[nH]c2cc(C(=O)OC)ccc2c1=O | -14% | 10% | -7% | 5% | 0.4%
COc1ccc(CCNC(=O)c2ccnc(C(C)(C)C)c2)cc1OC | 0% | 12% | -5% | 12% | 5.1%
Cc1ccc2cc(CN(Cc3ccccc3)Cc3nnnn3C3CCCC3)c(=O)[nH]c2c1 | 34% | -8% | -5% | 0% | 6.9%
CNC(=S)N/N=C/c1cc(C)n(-c2ccc(Cl)c(Cl)c2)c1C | -29% | -4% | 17% | 4% | 7.0%
CNc1c(NS(=O)(=O)c2ccc(C3CCCCC3)cc2)c(=O)oc2ccccc12 | 3% | -4% | 2% | 13% | 0.6%
COC(=O)COc1ccsc1C(=O)OC | · | -3% | · | 22% | 5.3%
CCn1cc(C(=O)NC2CCC(C)CC2)c(=O)c2cc(S(=O)(=O)N3CCCCC3)ccc21 (centres undefined) | 36% | -5% | 2% | · | ·
O=C(NCc1ccco1)c1ccc2ccccc2c1 | 74% | -4% | 2% | -4% | 0.5%

Among those listed so far, four have an aryl thioether with sulfur outside any ring.
SMILES | M. tuberculosis | PhoP GFP inhibition | H37Rv inhibition | H1N1 NS1A inhibition | inhibitors of VEEV | others
CCCCn1c(SCC(=O)NC2CCCC2)nc2ccccc2c1=O | -9% | 8% | -9% | -8% | 4.0%
Cc1cc(C)nc(SCC(=O)NC2CCCC2)n1 | -10% | -6% | 10% | -6% | 0.7%
O=C(CSc1nc2ccccc2[nH]1)N1CCN(S(=O)(=O)c2ccc(Cl)cc2)CC1 | 16% | 2% | -2% | -9% | 4.3%
CSc1ccc(/C=N/NC(=O)c2cccc(O)c2)cc1 | 15% | 0% | 5% | 2% | 0.7%

(more compounds)
SMILES | M. tuberculosis | PhoP GFP inhibition | H37Rv inhibition | H1N1 NS1A inhibition | inhibitors of VEEV | others
COc1ccc(NS(=O)(=O)c2ccc3c(c2)Cc2ccccc2-3)cn1 | 52% | 2% | -11% | -5% | i
COC(=O)/C=C1\SC(=NC(=O)c2cccc(Cl)c2)NC1=O | 41% | 4% | 10% | 16% | 0.2%
c1ccc(CN2CCN(C(c3ccccc3)c3nnnn3Cc3ccccc3)CC2)cc1 (centres undefined) | 26% | -8% | 0% | -1% | 2.1%
O=C(CN1CCN(Cc2ccc3c(c2)OCO3)CC1)Nc1ccc(N2CCOCC2)cc1 | 2% | 2% | -4% | -6% | 0.8%
Cc1cc(O)c(C(=O)/C=C/c2ccccc2Br)c(=O)o1 | 80% | -5% | -7% | -28% | 9.9%
CC(=O)Nc1cccc(Oc2ncnc3scc(-c4ccc(C)cc4)c23)c1 | 33% | -5% | 22% | 5% | 8.0%
O=C(N/N=C/c1ccc(C(F)(F)F)cc1)c1ccc(O)cc1 | 54% | 6% | 6% | 2% | 4.6%
CCC(=O)C1CCCN(C(=O)c2ccc(OC)c(OC3CCN(C(C)=O)CC3)c2)C1 (centres undefined) | -2% | -15% | -1% | -3% | 2.2%
N=c1c(C(=O)NCCN2CCOCC2)cc2c(=O)n3ccccc3nc2n1CCCN1CCOCC1 | -1% | 0% | 6% | 8% | 0.2%
COc1cccc(NC(=O)COc2ccc(N3CC(C(=O)NCC(C)C)CC3=O)cc2)c1 (centres undefined) | 17% | -2% | 1% | 1% | 0.8%
CCN(CC)CCCN=C1N[C@@H](c2cccc(C(F)(F)F)c2)C(C(=O)OC)=C(C)N1CC | 13% | · | -4% | -2% | 2.8%
Cc1ccc(C(=O)Nc2ccccc2C(=O)N2CC3(C)CC2CC(C)(C)C3)cc1 (centres undefined) | 24% | -4% | -7% | 16% | i
CCC(C)Cn1cnc2c(SCc3ccccn3)nc(N)nc21 (centres undefined) | · | · | · | -24% | 1.8%
Cc1ccccc1NS(=O)(=O)c1cc(C(=O)NCCC2=CCCCC2)ccc1C | 28% | 0% | 6% | -1% | 1.6%
CN(CCOc1ccccc1)CC(O)COc1ccccc1 (centres undefined) | 28% | -23% | 7% | -10% | 0.0%
Cc1cccc(NC(=O)CN2CCCN(S(=O)(=O)c3ccc(Br)s3)CC2)c1 | 37% | -4% | 3% | 25% | 6.2%
O=C1CCCCCN1C(=O)c1ccccc1 | · | · | · | -17% | 7.5%
O=C1C=CC(=O)N1Cc1ccccn1 | · | · | · | 8% | 0.1%
COc1ccc(CN2CCN(C(=O)c3ccc4nc(N5CCOCC5)sc4c3)CC2)c(OC)c1OC | 7% | -29% | -4% | -10% | 1.8%
O=C(c1ccc(Cl)c(S(=O)(=O)N2CCCCCC2)c1)N1CCN(CCO)CC1 | 6% | 5% | -5% | 0% | 0.5%
Cc1csc2nc(SCC(=O)Nc3ccccc3F)[nH]c(=O)c12 | -2% | -4% | -2% | -25% | 0.5%
O=c1[nH]c2ccccc2nc1Cc1ccc(Cl)cc1 | -5% | -1% | -8% | -3% | 2.0%
COc1cccc2c1cc1c(=O)n(CC(=O)NCCCc3ccccc3)nc(C)n12 | 6% | 6% | 5% | -3% | 1.2%
COc1ccc(-c2cc(C(=O)N3CCN(c4ccccn4)CC3)c3ccccc3n2)cc1 | 12% | 2% | ? | 3% | i
c1cncc(-c2noc(C34CC5CC(CC(C5)C3)C4)n2)c1 | 20% | 3% | -1% | 14% | 5.3%
O=C(NCc1ccco1)C1(c2ccccc2)CCCC1 | -5% | -1% | -4% | 2% | i
O=C(COc1ccc2ccc(=O)oc2c1)Nc1c(Cl)cccc1C(F)(F)F | -13% | -1% | 1% | -2% | 1.4%
Cc1ccc(S(=O)(=O)N2CCC(=O)N(CCOCc3cccc(C(F)(F)F)c3)CC2)cc1 | 11% | 7% | 2% | -4% | 0.2% | inhibitors of VEEV 10K pilot screen=0.4
CCOC(=O)c1[nH]c2ccc(OC)cc2c1NC(=O)CN1CCN(c2ccccn2)CC1 | 24% | 1% | 10% | · | ·
CC1(OC(=O)c2ccco2)C(=O)C=C2C=C(c3ccc(C#N)cc3)OC=C2C1=O (centres undefined) | 8% | 2% | -5% | · | ·
CCOc1cc(-c2nc(C)c(C(C)=O)n2O)ccc1OCC(=O)Nc1cccc(C)c1 | 49% | 15% | ? | -5% | 2.3%
CSC(=NCc1ccco1)NC#N | -3% | 3% | -1% | 2% | 0.5%
Brc1ccc(-c2csc(NC3=NCCCCC3)n2)cc1 | 16% | -4% | 28% | 2% | 1.3%
CCCCC(=O)Nc1ccc(NC(=O)c2cccs2)cn1 | 0% | -4% | 0% | 1% | 1.9%
COC(=O)c1c(NC(=O)c2ccc(S(=O)(=O)N3CCOCC3)cc2)sc2c1CCN(C(C)C)C2 | -11% | -12% | 1% | -2% | 1.9%
Cc1ccc(C(=O)C(C)N(C(=O)c2ccc(Cl)cc2Cl)N2C(=O)CCCC2=O)cc1 (centres undefined) | 0% | 5% | -3% | 7% | 2.4%
C=CCOc1c(Br)cc(/C=C2\SC(=Nc3ccccc3)NC2=O)cc1OC | -9% | 10% | 4% | -9% | 3.5%
COc1cnc(SCc2c(Cl)cccc2Cl)nc1Cl | 25% | -4% | 0% | -6% | i
Nc1[nH]ncc1-c1ccc(F)cc1 | 0% | -7% | ? | 10% | i
COc1ccc(N/C(=C(/C(Cl)=C(Cl)Cl)[N+](=O)[O-])n2nnc3ccccc32)cc1OC | 11% | 29% | ? | · | ·
CC(C)NC(=O)COc1ccc(S(=O)(=O)N2CCOCC2)cc1 | -17% | -9% | -8% | 17% | 0.2%
Cc1ccsc1/C=N/NC(=O)c1ccco1 | ? | -2% | -5% | -2% | 0.2%
Fc1ccc(C2=Nn3c(Cc4ccccc4)nnc3SC2)cc1 | 27% | 1% | 10% | -3% | 0.8%
Cc1ccc2cc(CN(Cc3nnnn3C3CCCC3)C3CCCCC3)c(=O)[nH]c2c1C | · | · | · | 5% | 1.4%
COc1ccc(C(C)=O)cc1COC(=O)c1ccc(N)c([N+](=O)[O-])c1 | -6% | -3% | -4% | -13% | 3.8%
COC(=O)CC1C(=O)NC2CCCCC2N1C(=O)c1ccccc1 (centres undefined) | -9% | 1% | 2% | -1% | 0.1%
CCOC(=O)C1CCCN(C(=O)c2cc(Nc3ccc(OC)cc3OC)nc3ccccc23)C1 (centres undefined) | 16% | 5% | 14% | -2% | 7.7%
COc1cc(OC)cc(C(=O)N[C@H](C(=O)Nc2cccc(S(=O)(=O)N3CCCC3)c2)C(C)C)c1 | 19% | 18% | 7% | -4% | 0.9%
CC(C)COc1ccc(C(=S)N2CCCC2)cc1 | 3% | -4% | -8% | 13% | i
Cc1c(NCc2ccccc2O)c(=O)n(-c2ccccc2)n1C | -6% | 3% | -6% | -6% | 1.5%
Cc1ccc(S(=O)(=O)N(C)C)cc1NC(=O)CSc1nnc(C2CC2)n1C1CC1 | -7% | · | -6% | -3% | 2.6%
O=C1NC2(CCCCCC2)C(=O)N1Cc1ccccc1Br | 28% | -14% | 3% | -6% | 1.4%
Cc1ccccc1OC(C)c1nc(-c2ccccc2)no1 (centres undefined) | 27% | -2% | 3% | -25% | 0.5%
C=CCOC(=O)N1CCN(c2cccc(C(F)(F)F)c2)CC1 | 74% | -12% | -7% | 1% | 3.6%
O=C(CCCc1cccs1)Nc1nccs1 | 25% | -13% | 3% | 3% | 3.8%
Cc1ccc(S(=O)(=O)N2CCCCC2)cc1NC(=O)CCNC(=O)c1ccccc1 | 9% | · | 0% | -10% | 0.3%
